12-LOX inh – ALOX12 (human) lipoxygenase inhibition | P18054 | purified 12hLO, xylenol orange hydroperoxide absorbance | Potency, µM (titrated, usually from 108 µM), without a hit: top-dose activity change, negative = inhibition, most hits filed as inhibitors | 580,000 compounds, 1.1% hits | AID 1671190; note: % is set by controls: 0 for no effect and ±100 for the full control effect
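Purified human 12hLO (150 nM final) in 25 mM Hepes, 0.01% Triton X-100, pH 7.0 was preincubated 15 min at room temperature with compound. Then 40 uM arachidonic acid was added, 30 min. Hydroperoxide was read by Fe-XO absorbance ratio 573/405 nm.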
TrxR1 substrate – rat thioredoxin reductase 1 substrate activity | O89049 | purified TrxR1 substrate turnover, NADPH consumption readout | AID 588456 | Potency, µM (series often up to 114 µM), without a hit: at the highest dose activity change, negative = substrate turnover | 390,000 compounds, 0.01% hits; note: % is set by controls: 0 for no effect and ±100 for the full control effect; nearly all actives have a fitted effect of over 50% in size
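Rat TrxR1, dispensed at 90 nM, was prereduced with 400 uM NADPH (final) for 5 min at ~22 deg C, then incubated with compound 15 min before 400 uM selenite. A first-read NADPH fluorescence drop versus no-compound background flagged substrates.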
USP1 inh – inhibitors of human USP1/UAF1 deubiquitinase; O94782; recombinant USP1/UAF1, Ub-Rhodamine cleavage fluorescence; Potency, µM (titrated, usually from 57.1 µM), inactives show at the highest dose activity change, negative = inhibition, actives largely listed as inhibitors; 390,000 compounds, 0.23% hits; AID 743255; note: % is set by controls: 0 for no effect and ±100 for the full control effect; nearly all actives have a fitted effect of over 60% in size; inactives centre near -12
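Step one: compound is pinned into 1nM USP1/UAF1 in HEPES pH 7.8 buffer with TCEP. Step two: 15 min room-temperature incubation. Step three: Ub-Rho (150nM final) starts cleavage, tracked by fluorescence over six one-minute reads.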
Vif-A3F inh – inhibitors of Vif-A3F interaction; HeLa A3F-eYFP + Vif (tagged APOBEC3F with the HIV-1 protein that degrades it), YFP fluorescence increase; Potency, µM (doses to about 46.1 µM), without a hit: top-dose activity, negative = active; 390,000 compounds, 0.2% hits; note: % of control where 0% means no effect; nearly all actives have a fitted effect of over 65% in size
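HeLa cells stably expressing A3F-eYFP plus Vif, plated and incubated overnight at 37 deg C, then exposed to compounds overnight at 37 deg C. Blocked degradation read as raised yellow fluorescence (Ex 488/Em 500-530).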
TrxR1 inh – inhibitors of rat thioredoxin reductase 1; O89049; recombinant rTrxR1, NADPH fluorescence consumption, selenite substrate; Potency, µM (titrated, usually from 114 µM), for inactives: top-dose activity change, negative = inhibition, most hits filed as inhibitors; 390,000 compounds, 1% hits; note: % is set by controls: 0 for no effect and ±100 for the full control effect; nearly all actives have a fitted effect of over 65% in size
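Rat TrxR1 (90 nM in the dispensed reagent) was pre-reduced with 400 uM NADPH for 5 min at room temperature, then incubated with compound for 15 min. After 400 uM selenite was added, NADPH fluorescence (Ex 340/Em 450 nm) was followed for 8 min.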
RXFP1 ag – agonists of human relaxin receptor RXFP1; Q9HBX9; 370,000 compounds, 0.3% hits; HEK293T-RXFP1 cAMP TR-FRET, 30 min; response scale: percent of porcine relaxin response, buffer zero; Potency, µM (top dose mostly 57.5 µM), for inactives: at the top dose activation, hits mostly activators; note: % is set by controls: 0 for no effect and ±100 for the full control effect; nearly all actives have a fitted effect of over 60% in size; many of its hits are not listed in these tables
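Agonist response is measured as cAMP accumulation in an RXFP1-transfected HEK293T line under PDE4 inhibition. Values are scaled between buffer-only and 29 nM porcine relaxin, and EC50s come from standard Hill equation fits.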
Vif-A3G inh – inhibitors of Vif-APOBEC3G interaction; Q9HC16; HeLa A3G-eYFP + Vif (tagged APOBEC3G with the HIV-1 protein that degrades it), YFP fluorescence, overnight; Potency, µM (titrated, usually from 46.1 µM), without a hit: at the highest dose activity, negative = active, hits mostly inhibitors; 410,000 compounds, 0.076% hits;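 note: % is set by controls: 0 for no effect and ±100 for the full control effect; nearly all actives have a fitted effect of over 60% in size; hits raise eYFP signal because A3G escapes Vif-driven loss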
Target sequence (Q9HC16 whole entry, looked up): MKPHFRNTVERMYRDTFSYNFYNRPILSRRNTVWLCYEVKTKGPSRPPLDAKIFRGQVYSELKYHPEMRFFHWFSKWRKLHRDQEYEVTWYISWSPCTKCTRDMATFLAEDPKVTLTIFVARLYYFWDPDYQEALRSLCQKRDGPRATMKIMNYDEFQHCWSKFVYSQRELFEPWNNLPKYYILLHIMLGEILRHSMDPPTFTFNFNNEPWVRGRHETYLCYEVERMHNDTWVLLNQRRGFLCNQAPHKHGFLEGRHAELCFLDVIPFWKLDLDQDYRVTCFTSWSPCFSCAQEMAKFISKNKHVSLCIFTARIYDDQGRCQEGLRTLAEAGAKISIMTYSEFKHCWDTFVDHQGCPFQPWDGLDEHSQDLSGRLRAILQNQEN
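HeLa cells stably expressing Vif and C-terminally eYFP-tagged A3G, seeded overnight at 37 deg C, then exposed to compound by pintool overnight at 37 deg C. Rise in yellow fluorescence (Ex 488/Em 500-530, Acumen) marks blocked Vif-driven A3G degradation.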
RGS4 inh – inhibitors of human regulator of G protein signaling 4. 390,000 compounds, 0.039% hits. Transcreener GDP fluorescence polarization, RGS4-accelerated GTP hydrolysis. AID 504845. P49798. Potency, µM (series often up to 114 µM), inactives show top-dose activity change, negative = inhibition, hits mostly inhibitors; note: % is set by controls: 0 for no effect and ±100 for the full control effect; nearly all actives have a fitted effect of over 75% in size; some results filed as inactive show a strong effect at the top dose
Target sequence (P49798 whole entry, looked up): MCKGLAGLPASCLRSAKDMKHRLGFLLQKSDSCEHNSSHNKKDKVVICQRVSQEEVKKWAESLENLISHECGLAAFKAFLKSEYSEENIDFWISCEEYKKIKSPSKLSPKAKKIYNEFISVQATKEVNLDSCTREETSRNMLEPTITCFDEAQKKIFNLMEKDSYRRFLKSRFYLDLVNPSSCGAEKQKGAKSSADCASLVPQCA
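MLSMR compounds (23 nl, pin-transferred) preincubated 10 min at room temperature with a 500nM (2x) first reagent, then RGS4 at 900nM (2x) plus Transcreener GDP mix added; fluorescence polarization (620/688 nm) read before and after 90 min at 30 °C.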
IDH1 R132H inh – inhibitors of human mutant IDH1 R132H | O75874 | IDH1-R132H enzyme, NADPH consumption, diaphorase/resazurin fluorescence | Potency, µM (series often up to 76.6 µM), without a hit: top-dose activity change, negative = inhibition, actives largely listed as inhibitors | 390,000 compounds, 0.093% hits | AID 602179; note: % is set by controls: 0 for no effect and ±100 for the full control effect; nearly all actives have a fitted effect of over 65% in size
Target sequence (O75874 whole entry R132H, stated change not applied): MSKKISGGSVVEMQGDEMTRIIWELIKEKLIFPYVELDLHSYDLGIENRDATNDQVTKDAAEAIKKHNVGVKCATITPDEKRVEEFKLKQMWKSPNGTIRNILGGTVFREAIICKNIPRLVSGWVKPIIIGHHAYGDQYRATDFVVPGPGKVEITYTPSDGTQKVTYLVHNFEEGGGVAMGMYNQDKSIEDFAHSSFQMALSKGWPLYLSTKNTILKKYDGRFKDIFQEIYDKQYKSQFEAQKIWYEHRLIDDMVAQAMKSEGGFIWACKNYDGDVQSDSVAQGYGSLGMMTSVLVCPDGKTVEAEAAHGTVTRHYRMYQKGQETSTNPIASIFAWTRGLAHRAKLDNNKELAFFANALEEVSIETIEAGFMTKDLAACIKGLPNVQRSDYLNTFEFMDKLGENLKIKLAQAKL
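IDH1-R132H (0.5 ug/mL) preincubated 30 min with compound, then NADPH (0.016 mM) and alpha-KG (2 mM) added; 80 min at RT, pH 7.5. Remaining NADPH coupled via diaphorase/resazurin to fluorescence (540/590 nm); concentration-response curves normalized to no-enzyme control.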
Starred values were filed as active, the others as inactive; & = joins results of further samples; [ ] = remark or other dose. Calls come from the whole dose curve; as a rule, active = well fitted curve in the direction sought with a large enough effect; inconclusive = small, poorly fitted or top-dose-only effect, or another doubt; inactive = no such curve, though single readings can be large; an effect the other way counts as inactive or inconclusive. Potency is the fitted concentration of half-maximal effect. Not all compounds are listed; rates above refer to the full screens.

Results for CCOC(=O)c1ccc(NC(=O)Cn2cc(C(=O)c3ccc(Cl)cc3)c(=O)c3ccc(C)nc32)cc1 ?
12-LOX inh: -19%; TrxR1 substrate: -5%; USP1 inh: -19%; Vif-A3F inh: inconclusive; TrxR1 inh: 9%; RXFP1 ag: inconclusive; Vif-A3G inh: inconclusive; RGS4 inh: 4%; IDH1 R132H inh: -7%

What do the screens show for `CN(C)c1ccc(C(=S)N2CCCCCC2)cc1`?
12-LOX inh: 40µM*; TrxR1 substrate: -12%; USP1 inh: -1%; Vif-A3F inh: -8%; TrxR1 inh: -19%; RXFP1 ag: 0.3%; Vif-A3G inh: 2%; RGS4 inh: -5%; IDH1 R132H inh: 8%

Results for CCC(=O)Nc1ccc(S(=O)(=O)NCc2cccn2Cc2cccc(C)c2)cc1 ?
12-LOX inh: -28%; TrxR1 substrate: -1%[57.1 µM]; USP1 inh: -7%; Vif-A3F inh: 0%; TrxR1 inh: 5%[57.1 µM]; RXFP1 ag: -1.6%; Vif-A3G inh: -2%; RGS4 inh: 5%; IDH1 R132H inh: -3%

Results for O=C(Nc1cc(S(=O)(=O)N2CCOCC2)ccc1N1CCOCC1)C1CCCO1 (stereo not given) ?
12-LOX inh: -28%; TrxR1 substrate: -5%; USP1 inh: -5%; Vif-A3F inh: 0%; TrxR1 inh: 26%[57.1 µM]; RXFP1 ag: 8.2%; Vif-A3G inh: -1%; RGS4 inh: 14%; IDH1 R132H inh: 9%

What do the screens show for `CC(C)C(=O)NCCn1ccc2ccccc21`?
12-LOX inh: 14%; TrxR1 substrate: -6%; USP1 inh: 10%; Vif-A3F inh: 0%; TrxR1 inh: -18%; RXFP1 ag: 1.8%; Vif-A3G inh: -5%; RGS4 inh: -27%; IDH1 R132H inh: -1%

Results for COC(=O)c1cc2oc(C)cc2n1Cc1c(C)cc(C)cc1C ?
12-LOX inh: inconclusive; TrxR1 substrate: 24%; USP1 inh: inconclusive; Vif-A3F inh: 6%; TrxR1 inh: 49%[activator]; RXFP1 ag: -1.1%; Vif-A3G inh: 4%; RGS4 inh: -10%; IDH1 R132H inh: 5%

How did CC(c1nnc(SCC(=O)N2CCc3ccccc32)n1-c1ccc(Cl)cc1)N(C)C (stereo not given) do in these assays?
12-LOX inh: 0%; TrxR1 substrate: 3%[57.1 µM]; USP1 inh: -12%; Vif-A3F inh: 1%; TrxR1 inh: 2%[57.1 µM]; RXFP1 ag: -1.3%; Vif-A3G inh: 0%; RGS4 inh: -10%; IDH1 R132H inh: 2%

How did CSCC[C@H](NC(=O)N1C[C@H]2C[C@@H](C1)c1cccc(=O)n1C2)C(=O)Nc1ccc(NC(C)=O)cc1 do in these assays?
12-LOX inh: 9%; TrxR1 substrate: -5%; USP1 inh: 8%; Vif-A3F inh: 2%; TrxR1 inh: 4%; RXFP1 ag: 1.9%; Vif-A3G inh: 1%; RGS4 inh: 30%; IDH1 R132H inh: -8%

How did Cn1c(=O)cc(SCC(=O)NCC2COc3ccccc3O2)c2ccccc21 (stereo not given) do in these assays?
12-LOX inh: -34%; TrxR1 substrate: -7%; USP1 inh: -5%; Vif-A3F inh: -2%; TrxR1 inh: -4%; RXFP1 ag: 6.7%; Vif-A3G inh: 2%; RGS4 inh: -22%; IDH1 R132H inh: 5%

What do the screens show for `COc1ccc(CN2CCC(n3nccc3NC(=O)C3CC3)CC2)cc1O`?
12-LOX inh: 10%; TrxR1 substrate: -1%; USP1 inh: -11%; Vif-A3F inh: 5%; TrxR1 inh: 9%; RXFP1 ag: -1.9%; Vif-A3G inh: -5%; RGS4 inh: -5%; IDH1 R132H inh: 1%

The final two records of the section above are carried over, then new ones follow:
How did Cn1c(=O)cc(SCC(=O)NCC2COc3ccccc3O2)c2ccccc21 (stereo not given) do in these assays?
12-LOX inh: -34%; TrxR1 substrate: -7%; USP1 inh: -5%; Vif-A3F inh: -2%; TrxR1 inh: -4%; RXFP1 ag: 6.7%; Vif-A3G inh: 2%; RGS4 inh: -22%; IDH1 R132H inh: 5%

What do the screens show for `COc1ccc(CN2CCC(n3nccc3NC(=O)C3CC3)CC2)cc1O`?
12-LOX inh: 10%; TrxR1 substrate: -1%; USP1 inh: -11%; Vif-A3F inh: 5%; TrxR1 inh: 9%; RXFP1 ag: -1.9%; Vif-A3G inh: -5%; RGS4 inh: -5%; IDH1 R132H inh: 1%

How did CCOC(=O)CCc1c(C(=O)OCC)[nH]c(CC)c1C(=O)OCc1ccccc1 do in these assays?
12-LOX inh: 0%; TrxR1 substrate: -3%[57.1 µM]; USP1 inh: inconclusive; Vif-A3F inh: 6%; TrxR1 inh: -3%[57.1 µM]; RXFP1 ag: -1.4%; Vif-A3G inh: -5%; RGS4 inh: 4%; IDH1 R132H inh: 2%

Results for CSc1ccccc1C(=O)N1CCOCC1 ?
12-LOX inh: -7%; TrxR1 substrate: -10%; USP1 inh: 2%; Vif-A3F inh: 7%; TrxR1 inh: -2%; RXFP1 ag: 1.2%; Vif-A3G inh: -7%; RGS4 inh: 12%; IDH1 R132H inh: 6%

How did CC1CCCCC1NC(=O)C1CCC(CNS(=O)(=O)c2ccc(F)cc2)CC1 (stereo not given) do in these assays?
12-LOX inh: -5%; TrxR1 substrate: 2%; USP1 inh: -9%; Vif-A3F inh: 4%; TrxR1 inh: 19%; RXFP1 ag: 0.1%; Vif-A3G inh: -5%; RGS4 inh: 2%; IDH1 R132H inh: 0%

What do the screens show for `O=C(COC(=O)c1cnc(Cl)c(Cl)c1)NC1CC1`?
12-LOX inh: 10%; TrxR1 substrate: 2%; USP1 inh: -22%; Vif-A3F inh: 3%; TrxR1 inh: 16%; Vif-A3G inh: 0%; RGS4 inh: -1%; IDH1 R132H inh: 2%

What do the screens show for `CCc1cc2c(SCC(=O)Nc3ccc(NC(C)=O)cc3)ncnc2s1`?
12-LOX inh: 6%&2%; TrxR1 substrate: -2%; USP1 inh: -9%; Vif-A3F inh: -20%; TrxR1 inh: 8%; RXFP1 ag: 3.7%; Vif-A3G inh: -1%; RGS4 inh: -19%; IDH1 R132H inh: 3%

What do the screens show for `Cc1ccc(Nc2ccccc2)cc1`?
12-LOX inh: 14%; TrxR1 substrate: -8%; USP1 inh: -20%; Vif-A3F inh: -4%; TrxR1 inh: -4%; RXFP1 ag: -1.0%; Vif-A3G inh: 1%; RGS4 inh: -7%; IDH1 R132H inh: 11%

Results for CCN(CC)CCCN(Cc1cc2cc3c(cc2[nH]c1=O)OCO3)C(=S)NCCCOC ?
12-LOX inh: -9%; TrxR1 substrate: 41%[activator][57.1 µM]; USP1 inh: 1%; Vif-A3F inh: -9%; TrxR1 inh: 26%[57.1 µM]; RXFP1 ag: 0.6%; Vif-A3G inh: 3%; RGS4 inh: 25%; IDH1 R132H inh: -1%

What do the screens show for `CCOC(=O)N1CCN(S(=O)(=O)c2ccc(C)c(C)c2C)CC1`?
12-LOX inh: 19%; TrxR1 substrate: 2%[57.1 µM]; USP1 inh: -6%; Vif-A3F inh: -2%; TrxR1 inh: 6%[57.1 µM]; RXFP1 ag: 0.7%; Vif-A3G inh: 0%; RGS4 inh: 7%; IDH1 R132H inh: 3%

Results for CSC(=O)NC12CC3CC(CC(C)(C3)C1)C2 ?
12-LOX inh: -7%; TrxR1 substrate: 7%[57.1 µM]; USP1 inh: 5%; Vif-A3F inh: -14%; TrxR1 inh: 3%; RXFP1 ag: 1.3%; Vif-A3G inh: 2%; RGS4 inh: 33%; IDH1 R132H inh: 1%

What do the screens show for `CC1(C)CC(C)(O)P(=O)(c2ccccc2)O1` (stereo not given)?
12-LOX inh: 10%; TrxR1 substrate: -11%; USP1 inh: -3%; Vif-A3F inh: 1%; TrxR1 inh: -10%; RXFP1 ag: 1.0%; Vif-A3G inh: 1%; RGS4 inh: 26%; IDH1 R132H inh: -3%

Results for C/C(=N\O)C1CC(CC(=O)O)C1(C)C (stereo not given) ?
12-LOX inh: -2%; TrxR1 substrate: -3%[57.1 µM]; USP1 inh: -17%; Vif-A3F inh: 4%; TrxR1 inh: 9%[2.29 µM]; RXFP1 ag: 2.3%; Vif-A3G inh: 1%; RGS4 inh: 0%; IDH1 R132H inh: -21%

How did O=C(CSc1ccc2nnc(-c3cccc(F)c3)n2n1)NCc1ccco1 do in these assays?
12-LOX inh: inconclusive; TrxR1 substrate: 0%; USP1 inh: -10%; Vif-A3F inh: -7%; TrxR1 inh: inconclusive; RXFP1 ag: 19%; Vif-A3G inh: 1%; RGS4 inh: -27%; IDH1 R132H inh: -3%

How did CCOC(=O)CSc1nnc(Cc2ccccc2)n1-c1ccc(C)cc1 do in these assays?
12-LOX inh: -3%; TrxR1 substrate: -3%; USP1 inh: -18%; Vif-A3F inh: 8%; TrxR1 inh: -6%[57.1 µM]; RXFP1 ag: -1.2%; Vif-A3G inh: 1%; RGS4 inh: -15%; IDH1 R132H inh: -4%

Bioassay records (PubChem)
